High-throughput results deposited in PubChem BioAssay by several laboratories.
HSF1 activator: increases HSF-1 driven luciferase reporter signal | activation, % at 9 µM | NIH3T3-HGL HSF-1 luciferase reporter, MG132, 8 h; 100% = twice DMSO control signal | hit rate 1.7% among 300,000;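 active means mean replicate activation of at least 50% with a set share of replicates each reaching 50%; inconclusive means only one of those two conditions met; inactive means mean below 50% and too few replicates reaching it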;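 further: 0% = median of the neutral control wells and 100% = twice that signal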
Platelet DG rel: platelet dense granule release activity; inhibition, %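 (compounds screened at 7.5 µM in platelet-rich plasma)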; AID 1663; hit rate 0.22% among 300,000; human platelet-rich plasma, SFLLRN dense granule ATP release, luminescence;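 active means mean replicate score, as percent of positive control, at or above 50; inconclusive means mean below 50 but at least one replicate at or above 50; inactive means mean and every replicate below 50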
GSK3 alpha inh: inhibitors of human GSK-3 alpha kinase; P49840; ADP-Glo luminescence, 60 min; inhibition, % at 10 µM; hit rate 0.1% among 320,000; AID 2650;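 in the data active means inhibition above about 50%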;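 further: GST-tagged GSK-3 alpha with peptide substrate and 25 µM ATP; 0% = DMSO neutral wells and 100% = GW8510 positive control wells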
Target sequence (P49840 whole entry, looked up): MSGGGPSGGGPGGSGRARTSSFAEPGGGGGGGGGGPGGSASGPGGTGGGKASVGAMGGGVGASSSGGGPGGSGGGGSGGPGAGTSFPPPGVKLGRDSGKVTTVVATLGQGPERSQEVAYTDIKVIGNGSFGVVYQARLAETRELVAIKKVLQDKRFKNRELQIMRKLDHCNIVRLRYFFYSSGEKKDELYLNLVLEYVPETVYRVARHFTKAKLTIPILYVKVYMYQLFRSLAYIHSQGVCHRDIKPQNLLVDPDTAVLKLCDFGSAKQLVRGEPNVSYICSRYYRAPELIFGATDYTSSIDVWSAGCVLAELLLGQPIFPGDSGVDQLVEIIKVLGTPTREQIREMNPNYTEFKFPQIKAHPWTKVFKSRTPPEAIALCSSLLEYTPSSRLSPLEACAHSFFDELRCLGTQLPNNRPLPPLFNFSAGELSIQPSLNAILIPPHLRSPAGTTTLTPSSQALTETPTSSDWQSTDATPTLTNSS
AI-2 QS modul: Vibrio harveyi AI-2 quorum sensing modulation; Vibrio harveyi JMH597 AI-2 luminescence/OD600 ratio, 9 h; stronger effect = lower value; strain lacks LuxN and CqsS sensors; 0 = neutral-control median; hit rate 0.4% among 300,000; activity change, % at 7.5 µM; AID 2094; in the data active means activity change below about -75%, passing the limit was not always enough; inconclusive means no clear call, values can overlap the other calls;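 further: luminescence divided by OD600 gain over 9 h not by final OD600 alone; inactives centre near 13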
HSF1 inh: HSF1 inhibition. NIH3T3-HGL HSE-luciferase, MG132-induced, luminescence 8 h; stronger effect = lower value. activity change, negative = inhibition, % at 7.5 µM (by protocol). hit rate 0.77% among 300,000. AID 2098;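 active means more than half of replicate wells show activity change below -50%, luminescence cut by over half; inconclusive means some wells, but at most half, below -50%; inactive means no replicate well below -50%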;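 further: luciferase reports HSF-1 transcriptional activity via heat shock element; 0% = median of DMSO wells and -100% = zero luminescence signal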
GSK3B inh: human GSK3beta kinase inhibition; AID 2097; activity score (negative = inhibition), % at 10 µM; GST-GSK3beta kinase, ADP-Glo luminescence, 60 min; stronger effect = lower value; hit rate 0.038% among 300,000; P49841;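 active means more than half of replicate wells score below -50%, meaning over 50% inhibition versus plate controls; inconclusive means some replicates but at most half score below -50%; inactive means no replicate scores below -50%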;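 further: 0% = median DMSO wells and -100% = median GW8510 positive control wells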
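Test system: GST-tagged human GSK3beta kinase, cell-free; evaluation: activity score scaled between in-plate DMSO and GW8510 controls; measured by: ADP-Glo luminescence; incubation: 60 min reaction, RT; benchmarks: DMSO and 20 µM GW8510; reagent: peptide substrate plus 25 µM ATP (final); medium: Tris/MgCl2 kinase buffer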
PolyA inh: blocks polyadenylation in yeast reporter cells; AID 1875; S. cerevisiae SKY197-pL101 polyadenylation reporter, beta-gal luminescence; efflux-impaired pdr1/pdr3 knockout yeast; score 100 = 6 SD above DMSO; calls only at 12 µM; hit rate 0.02% among 300,000;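 active means lowest replicate activity score at least 50, where 100 means six control SD above control mean; inconclusive means lowest score under 50 but half or more replicates reach 50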;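 further: yeast exposed to compound for 9 h at 30 °C; higher score means more reporter readthrough which indicates perturbed polyadenylation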
HDAC3 inhib: blocks human histone deacetylase 3. hit rate 0.15% among 320,000. O15379. inhibition, % at 8.3 µM. recombinant HDAC3, fluorogenic peptide/trypsin coupled, fluorescence; in the data active means inhibition above about 26%, passing the limit was not always enough; inconclusive means no clear call, values can overlap the other calls
Target sequence (O15379 whole entry, looked up): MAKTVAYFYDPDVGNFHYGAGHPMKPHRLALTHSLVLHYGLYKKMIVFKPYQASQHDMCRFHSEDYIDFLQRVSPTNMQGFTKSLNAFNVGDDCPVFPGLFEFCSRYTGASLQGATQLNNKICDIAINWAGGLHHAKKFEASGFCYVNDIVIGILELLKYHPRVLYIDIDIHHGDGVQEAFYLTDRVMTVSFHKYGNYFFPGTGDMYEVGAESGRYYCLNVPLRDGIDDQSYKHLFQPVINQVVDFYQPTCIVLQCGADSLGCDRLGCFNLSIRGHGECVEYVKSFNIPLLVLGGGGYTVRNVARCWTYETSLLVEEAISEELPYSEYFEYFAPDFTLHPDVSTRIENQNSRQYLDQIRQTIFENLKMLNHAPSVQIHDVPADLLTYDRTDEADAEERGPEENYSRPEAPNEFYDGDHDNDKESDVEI
HSP90 refold inh: blocks HSP90-mediated luciferase refolding in reticulocyte lysate | inhibition, % at 5.6 µM | Rabbit reticulocyte lysate, luciferase refolding luminescence, 3 h | AID 1789 | hit rate 0.91% among 290,000;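 active means inhibition above the screen-wide mean plus 3 SD, computed separately per campaign, cut at about 16% in these data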;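 further: 0% = DMSO wells and 100% = 60 µM geldanamycin wells; inhibitors lower the luminescence because luciferase stays unfolded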
Dyrk1A ADPGlo: Dyrk1A (rat) kinase inhibition | Q63470 | ADP-Glo luminescence, NFATc1 peptide | inhibition, % at 12.5 µM | hit rate 0.43% among 310,000; in the data active means inhibition above about 50%;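 further: plate controls were vehicle with enzyme for no effect and no enzyme for full effect; many of its hits are not listed in these tables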
The depositor's hits bear a star; i = inactive; ? = inconclusive; · = not tested or not shown. This is a subset; rates above refer to the full screens.

SMILES | HSF1 activator | Platelet DG rel | GSK3 alpha inh | AI-2 QS modul | HSF1 inh | GSK3B inh | PolyA inh | HDAC3 inhib | HSP90 refold inh | Dyrk1A ADPGlo
Cc1cc(NS(=O)(=O)Cc2ccccc2)cc(C)c1OCC(=O)N1CCOCC1 | 6 | 11 | 1 | -4 | -1 | 3 | i | -2 | 1 | -4
O=C(NCCc1ccc2c(c1)OCCO2)c1ccc([N+](=O)[O-])cc1Cl | 13 | 10 | 0 | 4 | 4 | 1 | i | 2 | 5 | -1
COc1cc(OC)c(NC(=O)C2CCN(S(=O)(=O)c3ccc4c(c3)CC(C)N4C(C)=O)CC2)cc1Cl (centres undefined) | 10 | 7 | -1 | 14 | 7 | 2 | i | -7 | -1 | 4
CCOC(=O)CSc1nc(N)cc(=O)[nH]1 | -3 | 8 | -3 | 39 | -4 | -2 | i | -2 | -3 | 1
CC1CCN(C(=S)NC(=O)C2CCCCC2)CC1 | -1 | 13 | -6 | 4 | 5 | 1 | i | -7 | 2 | -2
O=C(OCc1c(F)cccc1Cl)c1cnc(Cl)c(Cl)c1 | 3 | 1 | -3 | 1 | 1 | 0 | i | 0 | -1 | -1
COc1ccc(-c2nc3ccc([N+](=O)[O-])cc3o2)cc1 | 44 | -5 | -1 | 11 | 14 | -1 | i | 3 | 0 | -3
CCc1ccc2[nH]c(C)c(CN3CCCCCC3)c(=O)c2c1 | -11 | 2 | -1 | 7 | 6 | 0 | i | 15 | 1 | -1
CCCN(CCC)C(=O)c1cc(-c2ccc3c(c2)OCO3)nc2ccccc12 | 19 | 3 | 0 | -1 | 4 | 0 | i | 7 | 6 | 3
C=CCNc1oc(-c2ccc(OCC)cc2)nc1C#N | -6 | 10 | -7 | 2 | -2 | -14 | i | -78 | -2 | -2
COc1ccccc1N1CCN(C(=O)C2CCN(S(=O)(=O)c3ccc4c(c3)CC(C)N4C(C)=O)CC2)CC1 (centres undefined) | -5 | 15 | -2 | 10 | 0 | 1 | i | 3 | 2 | -3
COc1cccc(-c2cc(C(=O)Nc3cccnc3Cl)no2)c1 | 39 | 5 | -1 | 15 | 26 | 4 | i | 2 | 5 | 1
O=C(COc1cccc2ccccc12)NNC(=O)[C@@H]1CCCC[C@@H]1C(=O)O | -2 | 3 | -2 | -7 | -4 | 4 | i | 3 | 0 | 0
Cc1cccc(-n2cnc(C(=O)O)c2)n1 | -7 | 1 | -2 | 9 | -1 | -3 | i | -7 | -2 | -3
COc1ccc(-c2cc(=O)oc3c(O)c(O)ccc23)cc1 | 1 | 2 | 0 | 16 | 1 | 2 | i | 7 | -5 | 4
CCc1ccc2oc(C(=O)Nc3ccc(S(N)(=O)=O)cc3)c(C)c2c1 | -6 | 2 | -1 | 23 | 1 | 4 | i | -18 | -1 | -2
CC(C)CC1c2[nH]c3ccccc3c2CCN1CCCn1cccn1 (centres undefined) | 14 | -1 | 2 | 30 | -3 | 0 | i | -4 | 0 | 8
Nc1cc(N)nc(SCC(=O)Nc2ccc(Br)cc2Cl)n1 | 62* | 0 | -5 | 9 | 44 | -1 | i | -4 | · | -5
O=C(Oc1ccc2ccccc2c1Cl)N1CCCC1 | 49 | 1 | 1 | 59 | 34 | 0 | · | 9 | 1 | -3
O=C(Nc1ccc(C(F)(F)F)cc1)c1cc(-c2cccnc2)nc2ccc(Br)cc12 | -1 | 6 | -3 | 30 | -7 | 3 | i | 1 | 2 | -8
CC(=O)n1cc([C@H]2C=C(C(=O)NCc3ccccc3)O[C@@H](OCc3ccc(CO)cc3)C2)c2ccccc21 | -4 | 0 | · | 4 | -5 | 2 | i | -3 | 12 | 8
COc1ccc(C2=NOC(C(=O)Nc3c(C)n(C)n(-c4ccccc4)c3=O)C2)cc1OC (centres undefined) | -79 | -1 | -2 | 14 | -73* | 1 | i | 0 | -1 | -1
O=C(O)c1cc(S(=O)(=O)N2CCCc3ccccc32)ccc1Cl | 2 | 2 | -2 | 10 | 0 | 2 | i | -2 | -3 | -1
O=c1c2cc(-c3ccccc3)sc2ncn1-n1cccc1 | 45 | -3 | -1 | 30 | 22 | 0 | i | 3 | 1 | 2
Cn1c2ccccc2c2cc(/C=N/NC(=O)c3cc(O)cc(O)c3)ccc21 | 1 | -27 | -1 | 23 | -1 | -1 | i | -9 | -2 | 7
C=CCn1c(SCc2ccc(Cl)cc2)nc2c1c(=O)[nH]c(=O)n2C | 16 | -10 | 0 | 11 | 10 | -2 | i | -7 | -2 | 0
O=C(CC1SC(=O)N(Cc2cccc3ccccc23)C1=O)Nc1nccs1 (centres undefined) | 5 | -4 | 1 | 5 | 5 | -7 | i | -4 | 2 | -4
Fc1ccc(F)c(CNc2ncnc3cc(Cl)ccc23)c1 | -2 | -3 | -1 | 7 | 2 | 2 | i | 7 | 1 | 5
CN(C)c1ccc(CNn2cnnc2SCc2ccccc2F)cc1 | 37 | 15 | 2 | 12 | 12 | 3 | i | -5 | 1 | -13
C=CCOc1ccc(-c2nc3c(c(=O)[nH]c(=O)n3CCC)n2CCCC)cc1 | 6 | 5 | 0 | -8 | 13 | 0 | i | -3 | 1 | -3
Cc1cc(C(=O)CSc2nnc(Nc3ccccc3F)s2)c(C)n1CC1CCCO1 (centres undefined) | 22 | 1 | · | -17 | -1 | 7 | i | · | 6 | -2
CCOC(=O)N1CCC(NC(=O)CCc2cn(C)c3ccccc23)CC1 | -18 | -1 | -2 | 24 | -6 | 0 | i | -5 | -2 | -3
CCN(C(=O)Cn1cc(C(=O)C(=O)N2CCOCC2)c2ccccc21)c1ccccc1 | 6 | -1 | 1 | 3 | 7 | -2 | i | · | 3 | -2
CC1=C(C(=O)OCc2ccccc2)C(c2ccc(N3CCOCC3)cc2)NC(=O)N1 (centres undefined) | -1 | -1 | 1 | 5 | -1 | -4 | i | -1 | 2 | 8
Cc1nc(SCC(N)=O)c([N+](=O)[O-])[nH]1 | 20 | 8 | -5 | 37 | -11 | -1 | i | 7 | 0 | ·
COC(=O)CCCNc1ncccc1[N+](=O)[O-] | -3 | -3 | -3 | 31 | -5 | 0 | i | -3 | -3 | 8
COc1ccc(-c2nc3c(-c4ccc(F)cc4)cnn3cc2C)cc1F | -35 | -1 | 0 | 36 | -25 | 1 | i | 1 | -3 | ·
CC(=O)OC1c2ccccc2C(=O)N1Cc1ccccc1Cl (centres undefined) | -14 | 1 | 0 | 24 | -2 | 1 | i | · | -2 | 2
Cc1ccc(CNC(=O)Cc2ccc(-c3ccccc3)cc2)cc1 | -1 | 8 | 1 | 11 | -10 | 1 | i | -3 | 0 | 11
COc1ccc(Cn2c(=S)[nH]c3cc(C(=O)NCCCN4CCOCC4)ccc3c2=O)cc1 | 17 | -2 | -2 | 0 | -1 | 0 | i | 1 | 4 | -6
COc1ccc(CCC(=O)NCC23CC4CC(CC(C4)C2)C3)cc1 | 1 | 8 | -3 | 54 | -10 | -2 | i | 0 | 4 | -7
COc1ccc(O)c(C(=O)c2cnc3onc(C(C)C)c3c2)c1 | 1 | -1 | 4 | 29 | 2 | 0 | i | 8 | -4 | -5
O=C(c1cccnc1)N1CCN(c2ccc(Cl)cc2)CC1 | · | 6 | -4 | 18 | · | 0 | i | -2 | 0 | -2
CCOC(=O)c1c(C)oc2ccc(OC(=O)c3cccs3)cc12 | 13 | 2 | 0 | 9 | 7 | -1 | i | -1 | 1 | -83
COC(=O)c1ccc(N2CCN(S(=O)(=O)c3ccccc3)CC2)c([N+](=O)[O-])c1 | 23 | -5 | -1 | 24 | 2 | 1 | i | -3 | -1 | -1
O=C(CSc1nnc(CNC(=O)c2c(F)cccc2Cl)o1)NCc1ccc2c(c1)OCO2 | -7 | -2 | -2 | 7 | -6 | -4 | i | 5 | -1 | 1
Cc1cc(C)c(C(=O)CN2C(=O)NC3(CCCCC3)C2=O)cc1C | ? | -5 | 0 | 10 | 15 | 0 | i | 3 | -1 | 0
Cc1nc2ncnn2c(C)c1CCC(=O)Nc1ccc(S(=O)(=O)N2CCCCCC2)cc1 | 8 | -12 | 0 | 24 | -2 | 2 | i | -1 | 3 | 4
Cc1ccc(S(=O)(=O)N(CC(=O)N2CCN(c3ccc(F)cc3)CC2)C2CCCCC2)cc1 | -45 | -3 | 0 | -11 | -28 | 1 | i | -7 | 1 | 2
CC(O)CNCCNCc1cccs1 (centres undefined) | -7 | 0 | -6 | -3 | -7 | -1 | i | -2 | -1 | 5
CCc1cccc(NC(=O)c2cccc3c2C(=O)N(C2CCCCC2)C3)c1 | 0 | 10 | 1 | 11 | 1 | 0 | i | 0 | -1 | -1
O=C(O)c1ccccc1-n1c(-c2ccccc2)cc2c1CCCC2=O | -8 | 10 | -7 | 23 | -1 | 5 | i | -2 | -1 | -3
O=C(CCCN1C(=O)/C(=C\c2cccs2)SC1=S)Nc1ccccn1 | 5 | 0 | -2 | 19 | -10 | 0 | i | -9 | 2 | -9
CCCCN1C(=O)NC(NC(C)=O)(C(F)(F)F)C1=O (centres undefined) | 4 | -13 | -4 | 8 | -1 | -1 | i | 0 | 1 | -2
O=C(Nc1nnc(SCc2cccnc2)s1)C1CC(=O)N(c2ccccc2)C1 (centres undefined) | 12 | -7 | 0 | 11 | -2 | -2 | i | -3 | -4 | 9
Cc1c(CN(C)C)c2c(n1Cc1ccccc1)C(=O)c1ccccc1-2 | -4 | -3 | 8 | 25 | -8 | -1 | i | 0 | 1 | 2
O=C(NCC1CCCO1)C(c1cccs1)N(C(=O)Cn1nnc(-c2cccs2)n1)C1CCCC1 (centres undefined) | 2 | 1 | -1 | 7 | 0 | -1 | i | 3 | -1 | -8
CC(=O)/C(=N\Nc1ccccc1)Sc1cccc2cccnc12 | 187* | -10 | -2 | 8 | 167 | -5 | i | -1 | 3 | 1
CCN1CCN(CC(=O)c2ccc(OC)cc2)CC1 | -10 | 10 | 5 | 18 | -11 | 0 | i | 3 | 0 | -4
O=C(COC(=O)C1=NNC(=O)CC1)NCCc1ccccc1 | 13 | -7 | -2 | 8 | -1 | 4 | i | 2 | · | -3

HSF1 activator, what is marked active above.
SMILES | HSF1 activator | Platelet DG rel | GSK3 alpha inh | AI-2 QS modul | HSF1 inh | GSK3B inh | PolyA inh | HDAC3 inhib | HSP90 refold inh | Dyrk1A ADPGlo
Nc1cc(N)nc(SCC(=O)Nc2ccc(Br)cc2Cl)n1 | 62* | 0 | -5 | 9 | 44 | -1 | i | -4 | · | -5
CC(=O)/C(=N\Nc1ccccc1)Sc1cccc2cccnc12 | 187* | -10 | -2 | 8 | 167 | -5 | i | -1 | 3 | 1
